GLS inh: blocks human kidney-isoform glutaminase activity; Potency, µM (highest dose often 45.5 µM), without a hit: top-dose activity change, negative = inhibition, usual class: inhibitors; GLS enzymatic activity, qHTS titration; O94925; hit rate 0.21% among 410,000; AID 624170; further: potency means the concentration at half of the fitted maximal effect; on the % scale 0 is the no-effect control and ±100 the full control effect
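hKGA in 45 mM KH2PO4 (pH 8.2), 0.02% Tween-20 with compound, then 1mM L-Glutamine (stock as added) plus glutamate oxidase/HRP/Amplex red coupling mix. Fluorescence read initially and after 30 min at RT; signal change reflects glutamate formation.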
PI4K2A inh: blocks human PI4K2A kinase activity; Q9BTU6; purified PI4K2A, ADP-Glo luminescence, 1 h; stronger effect = lower value; activity change, negative = inhibition, % at 76.9 µM; hit rate 0.13% among 420,000; AID 1346378; in the data active means activity change below about -50%; inconclusive means mostly about -30% to -49%;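 further: -100% = wells without enzyme as full effect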
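Compounds are screened against recombinant PI4K2A using PI as substrate and ATP, the latter dispensed at 300 microM. Reactions run one hour at ambient temperature before ADP-Glo detection; full inhibition defined by wells lacking enzyme.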
JMJD2A Tudor inh: blocks the human JMJD2A Tudor domain. O75164. AlphaScreen JMJD2A-Tudor / H3K4me3 peptide binding. Potency, µM (series often up to 114 µM), inactives show at the highest dose activity change, negative = inhibition, most hits filed as inhibitors. hit rate 4.4% among 390,000. AID 504339; further: potency means the concentration at half of the fitted maximal effect; on the % scale 0 is the no-effect control and ±100 the full control effect; nearly all actives have a fitted effect of over 50% in size
Target sequence (O75164 whole entry, looked up, the tested form may be a part): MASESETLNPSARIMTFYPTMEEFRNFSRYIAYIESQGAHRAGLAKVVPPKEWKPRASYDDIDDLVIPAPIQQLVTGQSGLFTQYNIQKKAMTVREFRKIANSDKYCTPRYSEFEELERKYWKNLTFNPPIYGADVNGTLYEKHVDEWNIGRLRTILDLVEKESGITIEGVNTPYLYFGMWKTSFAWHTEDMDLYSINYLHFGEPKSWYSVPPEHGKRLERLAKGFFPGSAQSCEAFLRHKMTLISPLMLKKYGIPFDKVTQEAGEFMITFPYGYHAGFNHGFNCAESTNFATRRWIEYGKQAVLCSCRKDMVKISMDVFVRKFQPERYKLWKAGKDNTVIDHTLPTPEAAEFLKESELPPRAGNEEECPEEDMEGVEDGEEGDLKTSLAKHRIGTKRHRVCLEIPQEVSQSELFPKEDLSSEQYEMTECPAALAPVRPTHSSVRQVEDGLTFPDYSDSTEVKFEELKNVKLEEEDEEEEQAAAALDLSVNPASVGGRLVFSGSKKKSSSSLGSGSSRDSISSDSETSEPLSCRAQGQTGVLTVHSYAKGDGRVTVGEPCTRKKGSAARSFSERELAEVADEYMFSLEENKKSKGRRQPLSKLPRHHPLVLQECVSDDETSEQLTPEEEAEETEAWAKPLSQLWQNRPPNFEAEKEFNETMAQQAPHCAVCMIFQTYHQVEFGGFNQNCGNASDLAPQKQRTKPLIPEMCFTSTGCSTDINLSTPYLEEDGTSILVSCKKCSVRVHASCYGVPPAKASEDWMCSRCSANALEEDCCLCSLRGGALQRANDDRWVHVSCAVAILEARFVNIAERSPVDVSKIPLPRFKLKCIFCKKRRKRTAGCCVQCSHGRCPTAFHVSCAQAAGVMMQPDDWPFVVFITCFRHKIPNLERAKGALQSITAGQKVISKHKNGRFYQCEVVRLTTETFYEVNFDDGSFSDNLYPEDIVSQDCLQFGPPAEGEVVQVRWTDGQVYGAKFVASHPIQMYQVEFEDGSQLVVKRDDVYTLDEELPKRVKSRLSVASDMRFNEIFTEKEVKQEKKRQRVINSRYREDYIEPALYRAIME
HP1b binding inh: blocks HP1-beta chromodomain binding to methylated histone tails. AlphaScreen HP1-beta / biotin-H3K9me3 peptide binding. Potency, µM (top dose mostly 114 µM), for the others: at the highest dose activity change, negative = inhibition, actives largely listed as inhibitors. hit rate 0.56% among 390,000. P83916. AID 540317; further: potency means the concentration at half of the fitted maximal effect; nearly all actives have a fitted effect of over 70% in size; inactives centre near 23
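Compound inhibition of the preformed complex between 50 nM HP1-beta and 50 nM biotinylated H3K9me3 peptide was read by AlphaScreen. Buffer was PBS pH 7.4 with 0.01% Tween-20. Incubations ran 30 min at room temperature, with 10 ug/mL donor/acceptor beads.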
BAZ2B inh: blocks human BAZ2B; AlphaScreen BAZ2B-H3K14Ac peptide displacement; hit rate 4.4% among 360,000; Q9UIF8; AID 504333; Potency, µM (top dose mostly 114 µM), for inactives: at the top dose activity change, negative = inhibition, hits mostly inhibitors; further: potency means the concentration at half of the fitted maximal effect; on the % scale 0 is the no-effect control and ±100 the full control effect; nearly all actives have a fitted effect of over 60% in size
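In this displacement format the biotinylated H3(5-23) peptide acetylated at Lys14 serves as ligand at 50 nM, with BAZ2B at 50 nM in PBS pH 7.4 containing 0.01% Tween-20. Donor and acceptor beads are 10 ug/mL final.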
PGK inhibitor: blocks T. brucei phosphoglycerate kinase; PGK/GAPDH coupled, Kinase-Glo luminescence, 60 min; Potency, µM (top dose mostly 57.5 µM), inactives show at the highest dose activity change, negative = inhibition, hits mostly inhibitors; hit rate 0.043% among 380,000; AID 602233; further: potency means the concentration at half of the fitted maximal effect; on the % scale 0 is the no-effect control and ±100 the full control effect; nearly all actives have a fitted effect of over 60% in size
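Recombinant glycosomal PGK reaction used 1,3-bisphosphoglycerate generated in-well by GAPDH (100nM final) in 100mM TEA pH 7.6, 5mM MgCl2, 0.01% Tween-20. After 60 minutes at room temperature, ATP was read by Kinase-Glo Plus luminescence end-point.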
ERG-DNA inh: inhibitors of human ERG Ets domain-DNA interaction; Potency, µM (top dose mostly 76.9 µM), without a hit: at the highest dose FP activity, negative = inhibition, actives largely listed as inhibitors; fluorescence polarization, His-ERG Ets domain / labelled DNA; AID 624246; hit rate 0.028% among 370,000; P11308; active means well fitted inhibition curve with a large enough effect in the polarisation, with a control signal flat; inconclusive means small, poorly fitted or top-dose-only effect, or effect the other way, or a change in a side signal; inactive means no such curve, though single readings can be large or run the other way; the % refers to the polarisation;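 further: polarization taken with two DNA probes labelled with fluorescein and Texas red; potency means the concentration at half of the fitted maximal effect; % of control where 0% means no effect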
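His-tagged ERG Ets domain (1 uM in the protein solution; 300mM KCl, 50mM Tris-HCl, 1mM EDTA, 1mM DTT, pH 7.5) received compound, then a probe mix of 5 nM fluorescein-DNA and 100nM Texas-615-DNA. Fluorescence polarization was read for both dyes.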
Pin1 inh: inhibitors of human Pin1; AID 504891; hit rate 0.009% among 390,000; Potency, µM (top dose mostly 115 µM), for inactives: top-dose activity, negative = inhibition, actives largely listed as inhibitors; Pin1 FP peptide displacement, HiFluor488, 10 min; Q13526; active means well fitted inhibition curve with a large enough effect in the polarisation, with a control signal flat, not every such curve was filed as active; inconclusive means small, poorly fitted or top-dose-only effect, or effect the other way, or a change in a side signal; inactive means no such curve, though single readings can be large or run the other way; the % refers to the polarisation; further: potency means the concentration at half of the fitted maximal effect; on the % scale 0 is the no-effect control and ±100 the full control effect
G9a block: blocks human histone lysine methyltransferase G9a | Q96KQ7 | G9a H3K9 monomethylation, AlphaScreen, 2 h | Potency, µM (titrated, usually from 102 µM), for the others: top-dose activity, negative = inhibition, usual class: inhibitors | hit rate 8.8% among 350,000 | AID 504332; further: potency means the concentration at half of the fitted maximal effect; on the % scale 0 is the no-effect control and ±100 the full control effect; nearly all actives have a fitted effect of over 75% in size
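G9a (20 nM) preincubated 15 min RT with compounds, then 500 nM biotinylated H3K9 peptide and 20 uM SAM added; 2 h RT reaction. Monomethyl-H3K9 product detected by AlphaScreen with anti-H3K9me1 antibody, streptavidin donor and anti-rabbit IgG acceptor beads.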
The depositor's hits bear a star; [ ] = remark or other dose. Unless noted, the call rests on the fitted dose curve; in most records, active means well fitted curve in the direction sought with a large enough effect; inconclusive means small, poorly fitted or top-dose-only effect, or another doubt; inactive means no such curve, though single readings can be large; an effect the other way counts as inactive or inconclusive.

Results for COc1cc(/C=N/Nc2ccc(Cl)c(C(=O)O)c2)ccc1OC(=O)c1ccc(F)cc1 ?
GLS inh: 0%; PI4K2A inh: -3; JMJD2A Tudor inh: inconclusive; HP1b binding inh: 7%; BAZ2B inh: inconclusive; PGK inhibitor: -19%; ERG-DNA inh: 15%; Pin1 inh: inconclusive; G9a block: inconclusive

What do the screens show for `CCc1ccc(CNC(=O)CCC(=O)n2ncc3cc(C)ccc32)cc1`?
GLS inh: -10%; PI4K2A inh: -2; JMJD2A Tudor inh: -6%; HP1b binding inh: 35%; BAZ2B inh: 8%; PGK inhibitor: -1%; ERG-DNA inh: 5%; Pin1 inh: 0%; G9a block: inconclusive

What do the screens show for `Cc1cccc(NS(=O)(=O)c2cccc(C(=O)N3CCCC3)c2)c1`?
GLS inh: 2%; PI4K2A inh: 1; JMJD2A Tudor inh: -8%; HP1b binding inh: 8%; BAZ2B inh: inconclusive; PGK inhibitor: 2%; ERG-DNA inh: 0%; Pin1 inh: 4%; G9a block: 2%

Results for CC(C)(C)C(=O)NC(=S)Nc1sc2c(c1C#N)CCCCC2 ?
GLS inh: 1%; PI4K2A inh: -4; JMJD2A Tudor inh: -13%; HP1b binding inh: 4%; BAZ2B inh: -34%; PGK inhibitor: -3%; ERG-DNA inh: -4%; Pin1 inh: 0%; G9a block: inconclusive

How did O=C(CSc1nc2[nH]ncc2c(=O)[nH]1)Nc1ccccc1F do in these assays?
GLS inh: -22%; PI4K2A inh: -3; JMJD2A Tudor inh: -12%; HP1b binding inh: 34%; BAZ2B inh: -1%; PGK inhibitor: inactive; ERG-DNA inh: 2%; Pin1 inh: -1%; G9a block: 1%

Results for Cc1ccc(-n2cc(CN3CCN(C(=O)c4ncn[nH]4)CC3)c(-c3ccc(F)cc3)n2)cc1 ?
GLS inh: 7%; PI4K2A inh: 9; JMJD2A Tudor inh: -15%; HP1b binding inh: 10%[57 µM]; BAZ2B inh: -11%; PGK inhibitor: -8%; ERG-DNA inh: 1%; Pin1 inh: 4%

What do the screens show for `O=C(CN1C(=O)c2ccccc2C1=O)OC(C(=O)c1ccc(Cl)cc1)c1ccccc1` (stereo unspecified)?
GLS inh: 7%; PI4K2A inh: -2; JMJD2A Tudor inh: -16%; HP1b binding inh: 42%; BAZ2B inh: 1%; PGK inhibitor: -3%; ERG-DNA inh: -5%; Pin1 inh: 1%; G9a block: 34%[0.501 µM]

How did COc1ccc(-n2cnnc2SCC(=O)Nc2ccccc2F)cc1 do in these assays?
GLS inh: -2%; PI4K2A inh: -1; JMJD2A Tudor inh: -1%; HP1b binding inh: 41%[activator]; BAZ2B inh: 3%; PGK inhibitor: 7%; ERG-DNA inh: 4%; Pin1 inh: 4%; G9a block: -13%

What do the screens show for `CC(=O)N(C)C(c1ccc(N(C)C)cc1)c1nnnn1-c1c(C)cccc1C` (stereo unspecified)?
GLS inh: 24%; PI4K2A inh: 0; JMJD2A Tudor inh: inconclusive; HP1b binding inh: -19%; BAZ2B inh: -38%; PGK inhibitor: -7%; ERG-DNA inh: -1%; Pin1 inh: 0%; G9a block: inconclusive

What do the screens show for `CC1CCCCC1NC(=O)CSc1nc2ccccc2c(=O)n1Cc1ccco1` (stereo unspecified)?
GLS inh: 0%; PI4K2A inh: 1; JMJD2A Tudor inh: -6%; HP1b binding inh: 26%; BAZ2B inh: 15%; PGK inhibitor: 6%; Pin1 inh: -1%; G9a block: -13%[59 µM]

Results for Cc1onc(-c2ccccc2)c1C(=O)N1CCN(S(=O)(=O)c2ccc(OC(F)(F)F)cc2)CC1 ?
GLS inh: -5%; PI4K2A inh: -2; JMJD2A Tudor inh: -12%; HP1b binding inh: 29%; BAZ2B inh: 4%; PGK inhibitor: -10%; ERG-DNA inh: 17%; Pin1 inh: 0%; G9a block: 1%

How did Cc1nnc(SCC(=O)Nc2ccc(Br)cc2)n(N)c1=O do in these assays?
GLS inh: 1%; PI4K2A inh: 5; JMJD2A Tudor inh: -7%; HP1b binding inh: 2%; BAZ2B inh: 4%; PGK inhibitor: 3%; ERG-DNA inh: 1%; Pin1 inh: 4%

How did CC(c1nnc(SCC(=O)N2CCc3ccccc32)n1-c1ccc(Cl)cc1)N(C)C (stereo unspecified) do in these assays?
GLS inh: -2%; PI4K2A inh: 9; JMJD2A Tudor inh: -22%; HP1b binding inh: 36%; BAZ2B inh: inconclusive; PGK inhibitor: -9%; ERG-DNA inh: -20%; Pin1 inh: 2%; G9a block: 0%[0.501 µM]

What do the screens show for `Cc1nn(CC(=O)N/N=C/c2cccs2)c(C)c1[N+](=O)[O-]`?
GLS inh: 17%; PI4K2A inh: -1; JMJD2A Tudor inh: -4%; HP1b binding inh: 11%; BAZ2B inh: -10%; PGK inhibitor: -6%; ERG-DNA inh: 0%; Pin1 inh: -3%; G9a block: 10%

What do the screens show for `CCC(C(=O)Nc1ccccc1F)n1nc(C)c2c(C)n(-c3ccccc3)nc2c1=O` (stereo unspecified)?
GLS inh: -9%; PI4K2A inh: -4; JMJD2A Tudor inh: -16%; HP1b binding inh: 59%[activator]; BAZ2B inh: -32%; PGK inhibitor: inactive; ERG-DNA inh: 9%; Pin1 inh: 3%; G9a block: -3%

Results for CCN(Cc1ccccc1)C(=O)COc1ccccc1 ?
GLS inh: -10%; PI4K2A inh: -4; JMJD2A Tudor inh: -5%; HP1b binding inh: 53%[activator]; BAZ2B inh: 4%; PGK inhibitor: inactive; ERG-DNA inh: -4%; Pin1 inh: 2%; G9a block: 6%

Results for OC(c1nnc(-c2ccccc2)o1)c1cccs1 (stereo unspecified) ?
GLS inh: 5%; PI4K2A inh: 3; JMJD2A Tudor inh: -3%; HP1b binding inh: 31%; BAZ2B inh: -17%; PGK inhibitor: inactive; ERG-DNA inh: -3%; Pin1 inh: -11%; G9a block: -4%[59 µM]

What do the screens show for `O=C(COC(=O)c1ccc(S(=O)(=O)C(F)F)cc1)Nc1ccccc1C(=O)NC1CC1`?
GLS inh: -6%; PI4K2A inh: 4; JMJD2A Tudor inh: 8%; HP1b binding inh: 30%[activator]; BAZ2B inh: 2%; PGK inhibitor: -7%; ERG-DNA inh: -5%; Pin1 inh: -2%; G9a block: 30%[12.7 µM]

How did COc1ccc(Cc2nc(-c3ccc(NC(=O)c4cccnc4)cc3)no2)cc1 do in these assays?
GLS inh: 3%; PI4K2A inh: -1; JMJD2A Tudor inh: -5%; HP1b binding inh: 11%; BAZ2B inh: 14%; PGK inhibitor: -9%; ERG-DNA inh: -6%; Pin1 inh: -1%; G9a block: inconclusive

How did COc1ccc(Cl)cc1NC(=O)CN(C)CC(=O)Nc1cc(OC)c(OC)c(OC)c1 do in these assays?
GLS inh: 2%; PI4K2A inh: -2; JMJD2A Tudor inh: -10%; HP1b binding inh: 24%; BAZ2B inh: -15%; PGK inhibitor: -8%; ERG-DNA inh: 8%; Pin1 inh: -3%; G9a block: -5%[0.501 µM]

Reprinted at random: 2 records from the list.
How did COc1ccc(Cl)cc1NC(=O)CN(C)CC(=O)Nc1cc(OC)c(OC)c(OC)c1 do in these assays?
GLS inh: 2%; PI4K2A inh: -2; JMJD2A Tudor inh: -10%; HP1b binding inh: 24%; BAZ2B inh: -15%; PGK inhibitor: -8%; ERG-DNA inh: 8%; Pin1 inh: -3%; G9a block: -5%[0.501 µM]

How did COc1ccc(-n2cnnc2SCC(=O)Nc2ccccc2F)cc1 do in these assays?
GLS inh: -2%; PI4K2A inh: -1; JMJD2A Tudor inh: -1%; HP1b binding inh: 41%[activator]; BAZ2B inh: 3%; PGK inhibitor: 7%; ERG-DNA inh: 4%; Pin1 inh: 4%; G9a block: -13%

Next section
How did CC(=O)N1CCN(c2nc(-c3cccs3)nc3ccccc23)CC1 do in these assays?
GLS inh: -5%; PI4K2A inh: 0; JMJD2A Tudor inh: -1%; HP1b binding inh: 27%; BAZ2B inh: -10%; PGK inhibitor: -4%; ERG-DNA inh: 7%; Pin1 inh: 3%; G9a block: -21%

How did CC(=O)/C(=N\Nc1ccccc1Cl)Sc1nnc(-c2ccccc2)n1-c1ccccc1 do in these assays?
GLS inh: -12%; PI4K2A inh: 1; JMJD2A Tudor inh: -29%; HP1b binding inh: 51%[activator]; BAZ2B inh: -33%; PGK inhibitor: -7%; ERG-DNA inh: -3%; Pin1 inh: 13%; G9a block: 8.9µM*

How did CCn1c(=O)c(C(=O)NNS(=O)(=O)c2ccc(Cl)cc2)c(O)c2ccccc21 do in these assays?
GLS inh: 6%; PI4K2A inh: 6; JMJD2A Tudor inh: -15%; HP1b binding inh: 42%[activator]; BAZ2B inh: 12%; PGK inhibitor: -1%; ERG-DNA inh: -14%; Pin1 inh: -1%; G9a block: 55%[activator][59 µM]

What do the screens show for `Cc1ccccc1NC(=O)C1CCC(=O)N1` (stereo unspecified)?
GLS inh: -1%; PI4K2A inh: 3; JMJD2A Tudor inh: -23%; HP1b binding inh: 35%; BAZ2B inh: 3%; PGK inhibitor: -5%; ERG-DNA inh: 0%; Pin1 inh: -7%

Results for Cc1ccc(Nc2ncnc3c2oc2ccccc23)cc1 ?
GLS inh: 6%; PI4K2A inh: 13; JMJD2A Tudor inh: -21%; HP1b binding inh: 18%; BAZ2B inh: -31%; PGK inhibitor: 0%; ERG-DNA inh: 6%; Pin1 inh: -2%; G9a block: -15%

Rows were taken by chance (roughly 11% active in at least one column).
